Source: PubChem BioAssay
Growth percent in the NCI-60 one-dose screen (48 h, 10 µM unless noted): 100 = growth as untreated, 0 = no growth, -100 = all killed.
786-0 – 786-0 renal cancer cells | 5.1% of 81,000 active | AID 1794775
RXF 393 – RXF 393 renal cancer cells. 6.9% of 77,000 active. AID 1794773
ACHN – ACHN renal cancer. 4.9% of 81,000 active
TK-10 – TK-10 renal cancer cells. 3.9% of 81,000 active
A498 – A498 renal cancer cells | AID 1794774 | 5.4% of 76,000 active
CAKI-1 – CAKI-1 renal cancer; 4.7% of 75,000 active; AID 1794772
U251 – U251 CNS tumor cells; 5.4% of 80,000 active; AID 1794753
SN12C – SN12C renal cancer cells | 3.8% of 81,000 active | AID 1794767
UO-31 – UO-31 renal cancer; 5.2% of 81,000 active; AID 1794768
Active calls of the source: *; . = not tested or not shown; & = joins results of further samples; ! = a repeat was not active. Rule for the calls: active = growth percent below 10; inactive = the rest.

no.	Structure	TK-10	ACHN	CAKI-1	SN12C	U251
1	CC[C@H](C)[C@H](NC(=O)c1nccn1C)C(=O)N(C)[C@H](C[C@@H](OC(C)=O)c1nc(C(=O)N[C@@H](Cc2ccccc2)C[C@H](C)C(=O)OC)cs1)C(C)C	42	42	34	40	9.9*
2	CN(C)C1=NC(=O)C(c2ccccc2)O1 (configuration not stated)	112	111	123	101	112
3	CCOP(=O)(Nc1cccc(Cl)c1)OCC	.	91	92	95	99
4	O=C(/C=C/c1ccccc1)c1nc2ccccc2n1Cc1ccc(Br)cc1	-48*	-74*	-19*	-59*	-93*
5	CN(C)c1ccnc(CNCCSC2c3ccccc3C=Cc3ccccc32)c1	91	89	71	.	82
6	Brc1ccc2[nH]cc(/C=N/N3CCCCCC3)c2c1	100&113	90&97	95&77	91&88	94&101
7	Clc1ccc(COC(Cn2ccnc2)c2ccc(Cl)cc2Cl)cc1 (configuration not stated)	62	.	21	68	64
8	NC(=O)Nc1ncn[nH]1	106	105	109	102	103

no.	RXF 393	UO-31	786-0	A498
1	-0.4*	47	31	-9.8*
2	128	72	99	113
3	.	75	96	99
4	-95*	-95*	-90*	51
5	96	71	83	92
6	112&108	61&60	99&102	87&111
7	.	21	68	43
8	107	88	96	.

Other structures
no.	Structure	TK-10	ACHN	CAKI-1	SN12C	U251
9	CCCCCCCCCCCCCCCC[As](CCCCCCCCCCCCCCCC)SCC1OC(OC(C)=O)C(OC(C)=O)C(OC(C)=O)C1OC(C)=O (configuration not stated)	116	87	.	99	83
10	S=c1[nH]c(=S)c2c3c([se]c2[nH]1)CCCCC3	143	100	93	107	104
11	C[C@]12Cc3cn[nH]c3C=C1CC[C@@H]1[C@@H]2CC[C@@]2(C)[C@H]1CC[C@]2(C)O	96	97	81	87	79
12	O=C1CC[C@@]2(O)[C@H]3Cc4ccc(O)c5c4C2(CCN3CC2CC2)[C@H]1O5	107	110	103	96	100
13	CN1C(=O)CN=C(c2ccc[nH]2)c2cc(Cl)ccc21 (tested in a mixture with another compound)	109	105	94	94	115
14	O=C(CF)N(O)c1ccc(/C=C/c2ccccc2)cc1	67	14	12	27	36
15	CC(=O)C(N)Cc1ccccc1 (configuration not stated)	.	100	96	96	84
16	CC1=C(C)C(=O)OC([C@@](C)(O)[C@]2(O)CC[C@@]3(O)C4C[C@@H](O)[C@@]5(O)CC=CC(=O)[C@]5(C)C4CC[C@]23C)C1 (some centres not stated)	.	103	75	97	92

no.	RXF 393	UO-31	786-0	A498
9	70	80	99	114
10	101	80	100	107
11	100	88	83	83
12	117	80	98	113
13	107	82	110	84
14	51	36	8.7*	-32*
15	101	96	96	.
16	113	87	76	80

Other entries follow:
no.	Structure	TK-10	ACHN	CAKI-1	SN12C	U251
17	COC(CN)c1ccccc1 (configuration not stated)	97	101	93	98	100
18	CCN(CC)CCCN1CC2CCCCC2C1 (configuration not stated)	91	106	.	95	94
19	O=S(Cl)C(Cl)=C(Cl)Cl (configuration not stated)	106	100	96	98	105
20	S=C=Nc1cccc(Cl)c1	108	94	81	98	99
21	Cc1ccc(Nc2nc3c(s2)C2=CC[C@@H]4[C@H](CC[C@]5(C)C(=O)CC[C@@H]45)[C@@]2(C)CC3)cc1	53	20	34	60	33
22	CNC(=O)Oc1c(Cl)cc([N+](=O)[O-])cc1[N+](=O)[O-]	100	103	101	105	102
23	CC(=O)Nc1ccc(S(=O)(=O)F)cc1[N+](=O)[O-]	92	105	83	100	95
24	CCN(CC)CC#CCN(CC)CC	.	109	105	102	102

no.	RXF 393	UO-31	786-0	A498
17	113	96	105	105
18	101	85	98	.
19	105	87	100	79
20	102	83	100	87
21	.	48	9.1*	51
22	105	89	99	111
23	93	67	92	100
24	108	91	99	104

Arranged by number of heavy atoms (ascending): 5 of the compounds above.
no.	Structure	TK-10	ACHN	CAKI-1	SN12C	U251
20	S=C=Nc1cccc(Cl)c1	108	94	81	98	99
17	COC(CN)c1ccccc1 (configuration not stated)	97	101	93	98	100
24	CCN(CC)CC#CCN(CC)CC	.	109	105	102	102
22	CNC(=O)Oc1c(Cl)cc([N+](=O)[O-])cc1[N+](=O)[O-]	100	103	101	105	102
21	Cc1ccc(Nc2nc3c(s2)C2=CC[C@@H]4[C@H](CC[C@]5(C)C(=O)CC[C@@H]45)[C@@]2(C)CC3)cc1	53	20	34	60	33

no.	RXF 393	UO-31	786-0	A498
20	102	83	100	87
17	113	96	105	105
24	108	91	99	104
22	105	89	99	111
21	.	48	9.1*	51

Next results follow:
no.	Structure	TK-10	ACHN	CAKI-1	SN12C	U251
25	CC(C)NC(C)C	98	105	94	101	95
26	CC(C)[C@]12O[C@H]1[C@@H]1O[C@]13[C@]1(O[C@H]1C[C@H]1c4c(C(=O)c5ccccc5)oc(OC(=O)c5ccccc5)c4CC[C@@]13C)[C@@H]2O	44	11	.	24	12
27	CC(C)[C@H](C)/C=C/[C@@H](C)[C@H]1CC[C@@H]2[C@]1(C)CC[C@H]1[C@]23C=C[C@]2(C[C@@H](O)CC[C@]12C)OO3	96	.	.	84	91
28	Cn1c(=O)c2c(nc(N(CCCl)CCCl)n2C)n(C)c1=O	91	102	103	.	97
29	C=CC[Se]C(=O)c1cncc(C(=O)[Se]CC=C)c1	-20*	-13*	-8.9*	-96*	-73*
30	O=C(Nc1ccc(C(=O)O)cc1)Oc1ccc(N(CCCl)CCCl)cc1	95	26	31	51	63
31	COc1c(OP2(=S)OCC(C)(C)CO2)cnn(C2CCCCC2)c1=O	126	93	79	95	.
32	O=C1NC(=O)C(O)(O)C(=O)N1	105	105	107	102	.

no.	RXF 393	UO-31	786-0	A498
25	107	77	102	78
26	-81*	7.3*	1.3*	-49*
27	107	74	108	97
28	133	96	95	102
29	-92*	-98*	-97*	30
30	72	65	67	120
31	106	94	97	109
32	.	101	101	110

Reprinted from the part before: four entries, then new ones.
no.	Structure	TK-10	ACHN	CAKI-1	SN12C	U251
29	C=CC[Se]C(=O)c1cncc(C(=O)[Se]CC=C)c1	-20*	-13*	-8.9*	-96*	-73*
30	O=C(Nc1ccc(C(=O)O)cc1)Oc1ccc(N(CCCl)CCCl)cc1	95	26	31	51	63
31	COc1c(OP2(=S)OCC(C)(C)CO2)cnn(C2CCCCC2)c1=O	126	93	79	95	.
32	O=C1NC(=O)C(O)(O)C(=O)N1	105	105	107	102	.
33	CC1=CC(=O)CCC12CCOC2=O (configuration not stated)	92	101	91	95	99
34	Nc1ccc(CCCCc2ccc(S(=O)(=O)F)cc2Cl)c(Cl)c1	101	104	91	99	100
35	O=C(O)CC1OCC=C2CN3CCC45c6ccccc6NC4C1C2CC35 (configuration not stated)	92	100	115	99	99
36	N#Cc1ccccc1Cl	.	103	115	106	104
37	C/C=C/CC(C)C(O)[C@H](NC(=O)[C@@H]1CCCN1C(=O)C(C)(C)NC(=O)CCCCCCCCC)C(=O)NC(C)(C)C(=O)N[C@@H](CCC(N)=O)C(=O)N[C@H](CCC(N)=O)C(=O)NC(C)(C)C(=O)NC(C)(C)C(=O)N[C@@H](CCC(N)=O)C(=O)N[C@H](CC(C)C)C(=O)N[C@H](CO)CC(C)C (some centres not stated)	-4.4*!	-32*!	1.1*!	-21*	-90*
38	CCCn1cc2c3c(cccc31)[C@H]1C[C@@H](C)CN(C)[C@@H]1C2	97	95	84	82	87
39	CC(C)C(C)(O)C#N (configuration not stated)	95	101	89	107	97
40	C[C@H]1CC[C@@]2(C)[C@@H](CC[C@@H]3[C@@H]2CC[C@]2(C)[C@@H](O)CC[C@@H]32)C1	87	90	81	85	99

no.	RXF 393	UO-31	786-0	A498
29	-92*	-98*	-97*	30
30	72	65	67	120
31	106	94	97	109
32	.	101	101	110
33	108	.	94	92
34	99	85	97	81
35	155	92	100	104
36	106	83	98	108
37	-73*	-39*!	-84*!	-26*
38	87	36	82	71
39	127	95	100	108
40	97	76	75	.

The list goes on.
no.	Structure	TK-10	ACHN	CAKI-1	SN12C	U251
41	CCCC[C@H]1C(=O)O[C@H](C)[C@H](NC(=O)c2cccc(NC=O)c2O)C(=O)O[C@@H](C)[C@@H]1OC(=O)CC(C)C	50	57	34	60	43
42	NC(=O)Nc1nn[nH]n1	94	104	.	106	100
43	C[C@]12CCc3sc(Nc4ccc(F)cc4F)nc3C1=CC[C@@H]1[C@@H]2CC[C@]2(C)C(=O)CC[C@@H]12	50	38	38	64	41
44	O=C(Nc1ccc([N+](=O)[O-])cc1)C(Cl)(Cl)Cl	113	87	83	95	94
45	CC1=C2C(=C[C@@](C)(COC(=O)c3ccc(S(=O)(=O)F)cc3)[C@@H]2O)C(=O)[C@](C)(O)C12CC2	-6.8*	0.0*	-0.7*	-2.4*	1.0*
46	CC1=C2[C@@H](CC1)[C@]1(C)O[C@@](C3CC3)(C[C@H]1O)[C@H]2OC(=O)/C=C/c1ccccc1	111	95	89	95	90
47	Cc1cc(Br)c([N+](=O)[O-])cc1[N+](=O)[O-]	110	106	89	101	103
48	CCC(=O)c1ccc(C)cc1	94	116	103	100	91

no.	RXF 393	UO-31	786-0	A498
41	6.9*	57	45	.
42	115	85	100	.
43	5.6*	43	-28*	78
44	116	87	97	.
45	-89*	-21*	-38*	.
46	101	90	100	96
47	103	114	103	98
48	102	90	103	105

Further results follow:
no.	Structure	TK-10	ACHN	CAKI-1	SN12C	U251
49	CC(=O)c1cc2c(cc1C)C(C)(C)C(C)CC2(C)C (configuration not stated)	90	112	101	106	94
50	COc1ccc(OC)c(C(O)C(C)N)c1 (configuration not stated)	95	95	88	93	93
51	O=[N+]([O-])c1ccc(N(CCO)CCO)c2c1no[n+]2[O-]	-13*	-12*	-12*	-4.8*	-69*
52	O=[As]c1ccc(C(=O)c2ccc(Oc3ccccc3)cc2)cc1 (configuration not stated)	-99*	-100*	-54*	-98*	-100*
53	Nc1nc(N)c(N)c(N)n1	93	99	.	105	99
54	N#C[Se]CCN1C(=O)c2ccccc2C1=O	15	63	.	64	27
55	N#Cc1ccc(NC(=O)c2cc(-c3ccc(F)cc3F)ccc2O)cc1C(F)(F)F	128	96	88	90	87
56	CCCCCC(O)C1C(=O)OC(C)C(O)/C=C/C=C/C=C/C=C/C=C(\C)C(O)C(O)C(O)CC(O)CC(O)CC(O)CC(O)CC1O (configuration not stated)	157	93	113	104	96

no.	RXF 393	UO-31	786-0	A498
49	105	103	98	96
50	128	82	98	100
51	-21*	7.3*	-31*	-16*
52	-100*	-85*	-100*	-98*
53	119	100	65	87
54	-9.9*	16	52	-13*
55	117	82	97	130
56	111	72	114	135

Carrying on:
no.	Structure	TK-10	ACHN	CAKI-1	SN12C	U251
57	c1ccc(N2CCNCC2)cc1 (tested in a mixture with another compound)	123&101&119&100&108	102&99&111&101&105	93&89&102&111&97	106&98&109&100&106	93&110&103&98
58	O=C1NC(=O)C(=Cc2ccccn2)C(=O)N1	105	94	98	97	96
59	CC(=O)OCc1cc[c]([Hg][Cl])o1	127	61	26	56	7.5*
60	COc1ccc(C/C(C)=C(\c2ccc(OCCN3CCOCC3)cc2)c2ccc(OC(=O)Cc3ccccc3)cc2)cc1	-46*	-3.3*	7.7*	-74*	-97*
61	COc1cc(OC)c(S(=O)(=O)N(CCCl)CCCl)cc1C(=O)/C=C/c1ccc(Cl)cc1	177	65	66	86	55
62	CC12CCC3C(CC=C4CC(Cl)CCC43C)C1C/C(=C\c1ccc(OCC(=O)N3CCOCC3)cc1)C2=O (configuration not stated)	87	92	78	91	96
63	O=C(NCc1ccc([N+](=O)[O-])cc1)Nc1cccc(S(=O)(=O)F)c1	105	98	74	102	96
64	C/C(CC(C)(C)N1CC1)=N\NC(=O)Nc1cccc2ccccc12	61	42	29	63	57

no.	RXF 393	UO-31	786-0	A498
57	109&119&111&126&121	91&89&83&94&84	101&104&99&85&99	108&70&110&96
58	96	78	.	.
59	-39*	83	25	123
60	-83*	-85*	-95*	-91*
61	45	67	64	.
62	105	107	92	87
63	88	76	93	76
64	39	58	70	59

Continued:
no.	Structure	TK-10	ACHN	CAKI-1	SN12C	U251
65	C[C@H]1[C@H](OC(=O)CCC(=O)N(CCCc2cn(-c3ccc(C#N)cc3)nn2)CCNc2ccnc3cc(Cl)ccc23)O[C@@H]2OC3(C)CC[C@H]4[C@H](C)CC[C@@H]1[C@@]24OO3	54	45	41	59	52
66	C[C@]12CCc3nc(-c4cc(Cl)cc(Cl)c4)sc3C1=CC[C@@H]1[C@@H]2CC[C@]2(C)C(=O)CC[C@@H]12	100	96	93	98	97
67	N#Cc1ccc(CCl)cc1	142	101	95	98	95
68	C[C@]12CCc3sc(-c4ccc(Cl)cc4)nc3C1=CC[C@@H]1[C@@H]2CC[C@]2(C)C(=O)CC[C@@H]12	.	71	68	66	37

no.	RXF 393	UO-31	786-0	A498
65	40	15	51	110
66	105	85	101	97
67	108	84	109	106
68	-37*	47	53	73

Only part of the results is shown; the hit share may differ from the screen's.
